Screening data: PubChem, several laboratories
MgcRacGAP inhibition – MgcRacGAP GTPase-activating activity inhibitors, confirmation, biochemical, ADP Hunter fluorescence | MgcRacGAP-stimulated Rac1 GTP hydrolysis, ADP Hunter fluorescence; higher % means a stronger effect; GST-tagged Rac1 F28L mutant substrate | inhibition, % at 30 µM; hits with a dose series show IC50 in µM | actives 0.6% (n = 340,000);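 active = first-screen hits whose inhibition reached a set limit at any dose in the follow-up dose series; inconclusive = inhibition above the set first-screen limit but never retested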;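 note: fluorescence reports GDP produced by GAP-driven GTP hydrolysis; strong numbers were not always called active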
Myeloid diff 2 – promotes myeloid progenitor differentiation. ER-HoxA9 myeloid progenitors, lysozyme-GFP differentiation, flow cytometry. calls only at 10 µM. actives 1% (n = 360,000). AID 624256;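 active = normalized GFP-positive differentiation at or above the plate's own cutoff, the solvent-only control mean plus 3 SD; inconclusive = no clear call, values can overlap the other calls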;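 note: cells exposed to compound for four days before flow analysis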
RSV CPE inhibition – RSV antiviral activity via CPE protection, HEp-2 cells, primary 10 µM value included (AID 2391); HEp-2 cells, RSV-induced CPE inhibition; higher % means a stronger effect; CPE inhibition, % at 10 µM, or IC50 in µM where a hit was titrated; actives 0.13% (n = 310,000); in the data active = a potency from the dose series; inconclusive = CPE inhibition mostly from about 23% at the one dose, without a potency; inactive = the rest, 99 in 100 with CPE inhibition below about 21%; note: strong numbers were not always called active
K1F lysis inhibition – inhibition of K1F phage lysis, E. coli UTI89, bacterial capsule biogenesis inhibitors, alamar blue (AID 488966). inhibition, % at 100 µM, or IC50 in µM where a hit was titrated. E. coli UTI89 K1F phage lysis, alamar blue, 2 h; higher % means a stronger effect. actives 0.02% (n = 340,000);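 active = phage lysis inhibition, versus mean bacterial control, above a set limit; inconclusive = no clear call, values can overlap the other calls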;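 note: capsule biogenesis inhibitors block K1F phage lysis so surviving cells raise fluorescence; higher fluorescence means more inhibition of phage lysis; actives were called in the ten point dose series up to 300 µM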
T cell modulator – modulates CD8 T cell binding to vesicles. actives 0.068% (n = 330,000). calls only at 7 µM. 2C CD8+ T cell-vesicle binding, flow cytometry; stronger effect = lower value;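 active = response, share of CD8 T cells binding vesicles, and their 90th percentile fluorescence all below set limits, cut at about 80% in these data, passing the limit was not always enough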
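Assay system – 2C mouse CD8+ T cells · Also added – QL9-loaded Drosophila micro-vesicles · Timing – Cell–vesicle co-incubation 1.5 h at 37 °C, staining 20 min on ice · Signal – flow cytometry of vesicle-bound cells · Measure – percent CD8+ FL2 mean versus row control · Controls – Peptide-free naked vesicles (low) and QL9 vesicles with 0.7% DMSO vehicle (high)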
PhoP inhibition – PhoP-dependent GFP reporter repression – Salmonella Typhimurium, primary screen (AID 1863). S. Typhimurium PhoP-regulated promoter GFP reporter, 4 h; higher % means a stronger effect. one-dose inhibition, % at 50 µM; IC50 in µM for titrated hits. actives 0.16% (n = 300,000);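 active = inhibition over 29.93%, a cutoff 3 SD above the screen mean, later confirmed by dose response; inconclusive = inhibition over 29.93% but no dose response follow-up; inactive = inhibition at most 29.93% or unconfirmed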;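 note: 0% = low Mg2+ inducing control and 100% = high Mg2+ repressing control; strong numbers were not always called active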
TNAP activation fold – human TNAP enzyme activators, primary screen, biochemical, luminescent, no phosphate acceptor, uHTS (AID 1001). purified TNAP, luminescent activation assay, no phosphate acceptor; higher activation fold means a stronger effect. one-dose activation fold at 20 µM; EC50 in µM for titrated hits. actives 0.03% (n = 200,000); in the data active = activation fold from about 3, or a potency from the dose series; inactive = the rest, 99 in 100 with activation fold below about 1.6; note: many of its hits are not listed in these tables
NTR1 agonist – NTR1-driven beta-arrestin-GFP spot formation – imaging, U2OS cells, high content, primary screen (AID 493036); P30989; agonist mode; activation, % at 20 µM; actives 0.17% (n = 330,000);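 active = activation at or above 40% of the spot to cytoplasm intensity ratio, with at least 20 cells analyzed; inconclusive = wells under 20 cells, flagged as cytotoxic or low count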;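 note: 0% = DMSO without peptide and 100% = 100 nM NTR1 peptide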
Target sequence (P30989 whole entry, looked up): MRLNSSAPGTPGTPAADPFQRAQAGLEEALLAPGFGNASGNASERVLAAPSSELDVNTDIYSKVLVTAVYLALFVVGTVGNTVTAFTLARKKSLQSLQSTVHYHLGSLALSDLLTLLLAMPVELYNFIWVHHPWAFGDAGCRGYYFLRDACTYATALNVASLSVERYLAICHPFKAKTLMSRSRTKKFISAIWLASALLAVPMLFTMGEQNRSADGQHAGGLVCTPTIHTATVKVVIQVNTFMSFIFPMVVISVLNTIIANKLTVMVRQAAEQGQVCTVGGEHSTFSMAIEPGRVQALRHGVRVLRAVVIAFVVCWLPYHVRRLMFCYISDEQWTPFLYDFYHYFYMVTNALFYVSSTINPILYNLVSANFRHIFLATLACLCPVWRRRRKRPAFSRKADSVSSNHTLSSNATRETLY
Large T inhibition – SV40 large T antigen inhibitors, biochemical (AID 1903); SV40 large T antigen ATPase/helicase inhibition assay; higher % means a stronger effect; one-dose inhibition, % at 20 µM; IC50 in µM for titrated hits; actives 0.39% (n = 310,000); in the data active = a potency from the dose series; inconclusive = inhibition mostly from about 32% at the one dose, without a potency; inactive = the rest, 99 in 100 with inhibition below about 32%; note: strong numbers were not always called active
T cell modulator vesicle-bound % – second read-out of T cell modulator, no call of its own (marks repeat the call); double positive events, %; measured here: CD8+ vesicle-bound cell fraction;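 binding gate set so that unloaded-vesicle control wells show 10% double positive cells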
NTR1 agonist cell count 20 µM – recorded beside NTR1 agonist, whose call it bears; cell count; measured here: cell count, cytotoxicity flag
Myeloid diff 2 GFP+ MAC1+ % – also measured in Myeloid diff 2; calls as there; GFP+ MAC1+ double positive, %; measured here: differentiation confirmed by MAC1 staining
* hit, by the source's call; i = inactive; ? = inconclusive; · = not tested or not shown; [ ] = remark or other dose. Compounds were not picked by outcome; 2.3% or so of the library scored in one or more.

canonical_smiles	MgcRacGAP inhibition	Myeloid diff 2	Myeloid diff 2 GFP+ MAC1+ %	RSV CPE inhibition	K1F lysis inhibition	T cell modulator	T cell modulator vesicle-bound %	PhoP inhibition	TNAP activation fold	NTR1 agonist	NTR1 agonist cell count 20 µM	Large T inhibition
CC(OC(=O)C1CCCC1)C(=O)Nc1ccc(S(N)(=O)=O)cc1 (stereo not given)	8%	·	·	-2.5%	-1.3%	i	56	-5%	·	-1.9	48	5%
COC(=O)c1ccc(C23CC4(C2)[C@H](CN(CC2CCCCC2)[C@@H]4c2ccccc2)C3c2ccc(Cl)nc2)cc1 (stereo not given in full)	0%	i	1.8	-2.5%	1.6%	i	45	-4%	·	1.3	51	2%
O=C(Cn1nc(Cc2cccnc2)c2ccccc2c1=O)NCCCN1CCCC1=O	2%	i	2.4	1.1%	-0.5%	i	24	8%	1.1	-1.0	75	0%
COCCCn1c(SCC(=O)N2CCCC(C)C2)nnc1-c1ccco1 (stereo not given)	3%	i	0.3	-0.4%	7.9%	i	10	-20%	1.1	0.5	72	3%
O=C(c1ccc2c(c1)OCO2)N1CCc2ccccc2C1	-2%	i	6.8	0.8%	1.4%	i	13	0%	1	2.2	48	0%
CCCCCCCOc1ccc(OC(=O)c2ccncc2)cc1	11%	i	4.9	-1.1%	0.2%	i	21	-13%	1	1.1	50	3%
CC(C)(O)C#CC#CCN1CCOCC1	6%	i	0.7	1.6%	0.4%	i	58	-7%	1.1	-0.3	46	0%
COc1cc(OC)cc(C(=O)Nn2cc(C(=O)Nc3ccccc3F)c3ccccc3c2=O)c1	-1%	i	2.7	6.7%	-0.9%[50 µM]	i	13	-1%	1.1	-0.1	35	18%
CCOC(=O)c1sc(NC(=O)C2CCCCC2)nc1C	-5%	i	0.9	15%	-0.1%	i	22	·	·	2.5	55	10%
O=C(Nc1ccc(C(F)(F)F)cc1)c1cccc(-n2cnnn2)c1	7%	i	1.0	0.4%	1.5%[50 µM]	i	32	·	·	6.2	70	·
O=C(NCc1ccccc1)C1CCC(=O)N(CCN2CCOCC2)C1 (stereo not given)	-34%	?	·	2.4%	-0.3%	i	18	-6%	·	-0.2	66	9%
Cc1ccc(CNC(=O)Cc2cn(C)c3ccccc23)cc1	9%	i	0.8	1.2%	0.0%	i	28	1%	·	-1.5	35	1%
Cc1nc(N2CCN(Cc3ccccc3)CC2)nc2c1CCC2	5%	i	0.9	1.1%	0.2%	i	43	7%	1.1	0.9	81	7%
COc1ccc2[nH]c(C(=O)N3CCC(Cc4ccccc4)CC3)cc2c1	13%	i	0.6	0.3%	0.1%	i	19	-3%	·	2.1	87	11%
O=C1CSC(c2cccc([N+](=O)[O-])c2)N1C1CC2CCC1C2 (stereo not given)	16%	i	0.3	2.4%	-0.6%	i	33	-5%	·	0.0	50	6%
COc1ccc(S(=O)(=O)NCCOc2cccc3cccnc23)cc1OC	3%	i	0.4	·	-0.3%	·	·	3%	1	1.1	97	-5%
O=C(O)c1ccc(Cn2cc(Cl)cn2)cc1	8%	i	1.2	0.9%	2.3%	i	39	-1%	1.1	0.6	47	-5%
O=C(c1cc([N+](=O)[O-])ccc1N1CCCCC1)N1CCCC1	3%	i	0.8	2.5%	2.1%	i	45	4%	1	-0.5	52	19%
CC1CC(C)CN(S(=O)(=O)c2ccc(Cl)cc2)C1 (stereo not given)	5%	i	0.5	2.5%	-0.7%	i	48	-5%	·	0.9	59	8%
O=C(c1cc(C2CC2)on1)N1CCN(c2ccccc2)CC1	2%	i	2.4	-0.2%	1.4%	i	8	13%	1.1	-0.4	66	5%
CCOC(=O)c1nn(-c2ccc3c(c2)CCN3C(C)=O)cc1O	1%	i	0.5	1.1%	3.1%	i	18	3%	1	1.4	50	13%
CCS(=O)(=O)n1nc(-c2ccc(C)cc2)nc1N	1%	i	0.4	1.2%	2.7%	i	23	-3%	1	-0.1	77	1%
O=C(Nc1ccccc1)Nc1sccc1-c1nc2ccccc2s1	·	i	0.5	4.3%	·	i	21	-3%	·	8.6	43	14%
Cc1ccc2cc(C)c(N3CCN(c4ccccn4)CC3)nc2c1	6%	i	0.6	18%	6.0%	i	49	-6%	1.1	11	49	1%
COc1cc(OC)cc(-c2sc3ccc(OC)cc3c2C#CC2(N)CCCCC2)c1	4%	i	0.4	·	-1.6%	i	7	·	·	12	60	·
O=C1c2ccccc2C(=O)N1CC1c2ccccc2CCN1S(=O)(=O)c1ccccc1 (stereo not given)	6%	i	0.5	4.2%	3.9%	i	41	-8%	1	0.3	78	1%
Cc1nccn1-c1ncnc2sc3c(c12)CCCC3	8%	i	1.6	0.8%	3.0%	i	16	2%	1.1	-0.3	50	14%
C=CCC[C@H](Cc1ccc(F)cc1)C(=O)OC[C@@H](NC(=O)[C@@H](CC=C)CC(=O)N[C@@H](CO)Cc1ccccc1)C(C)(C)C	2%	i	1.3	·	0.1%	i	36	·	·	8.6	50	·
O=C(NCCNC(=O)c1ccco1)c1ccc(F)cc1	9%	i	1.4	1.5%	-2.0%	i	51	-1%	1.1	-1.1	52	6%
O=C(c1ccccc1)N(Cc1cccnc1)C1(C(=O)Nc2ccccc2)CCCCC1	8%	i	0.2	4.2%	1.7%	i	39	5%	1	1.2	43	-2%
FC(F)(F)c1ccccc1NC(=S)N1CCN(c2ccccn2)CC1	3%	i	0.5	-2.1%	0.1%	i	39	-3%	1.1	0.0	42	4%
Fc1ccc(CNC(=S)Nc2cccc(C(F)(F)F)c2)cc1	1%	i	1.0	2.9%	2.5%	i	46	-9%	0.8	3.5	58	8%
CCC(=O)Oc1ccc(C(=O)Nc2cccc(C(=O)NCC(C)C)c2)cc1	13%	i	0.6	2.8%	0.3%	i	54	-2%	1.1	1.2	84	5%
COc1ccc([N+](=O)[O-])cc1NC(=O)CSc1ccccc1	11%	i	0.6	2.8%	1.0%	i	38	-1%	0.9	-0.4	59	5%
Cc1ccc(N2C(=O)c3ccc(C(=O)Nc4cccnc4)cc3C2=O)c(C)c1	6%	i	0.3	0.3%	-0.4%	i	9	13%	1	-4.7	104	1%
Cc1cc(C)n(S(=O)(=O)c2cc(Cl)ccc2Cl)n1	5%	i	0.7	0.8%	0.4%	i	5	1%	1.1	-0.6	73	3%
CC(=O)c1c(C)nn(C(=O)c2cccs2)c1C	-2%	i	3.0	0.8%	1.6%	i	30	7%	1	0.3	64	2%
CCN1CCN(C(=S)NC(=O)/C=C/c2cccs2)CC1	7%	i	0.4	1.8%	-0.1%	i	26	16%	1	-0.2	39	8%
COc1cc(C(=O)NCC(c2cccs2)N2CCc3ccccc32)cc(OC)c1OC (stereo not given)	8%	i	0.2	42%	-0.7%[50 µM]	i	35	-3%	·	0.2	60	15%
O=C(NC1CCC(O)CC1)c1cccnc1Sc1ccccc1Cl (stereo not given)	5%	i	0.8	0.2%	2.3%[50 µM]	i	7	-6%	·	-0.3	54	22%
C=C(C)C1CC=C(C)/C(=N/NC(=O)COc2cccc(C)c2)C1 (stereo not given)	0%	i	0.6	19%	3.5%	i	53	-1%	1.1	4.1	96	9%
Cn1c(N)c(C(=O)COC(=O)/C=C/c2ccccc2)c(=O)n(C)c1=O	1%	i	0.5	·	4.2%	i	50	·	·	6.8	47	·
CC(C)N1CC=C2C(C#N)=C(N)C(C#N)(C#N)C(c3ccccc3)C2C1 (stereo not given)	10%	i	1.1	0.3%	2.2%	i	60	-35%	1.2	·	·	8%
CC(C)CN(C(=O)COC(=O)CCc1c[nH]c2ccccc12)C1CCS(=O)(=O)C1 (stereo not given)	5%	i	1.4	2.6%	-0.1%	i	66	10%	1	0.2	53	-1%
COc1cc2c(cc1OC)CN(CC(=O)Nc1ccccc1C#N)CC2	18%	i	0.7	3.3%	-0.1%	i	45	-1%	1	0.7	49	-1%
CCOC(=O)c1c(-c2ccc(C)o2)csc1NC(=O)CN1CCC(C(N)=O)CC1	-2%	i	0.0	1.4%	-1.3%	i	15	2%	1.1	1.4	40	13%
COc1ccc(-c2nnsc2N2C(=O)c3ccccc3C2=O)cc1	·	i	0.5	-0.8%	·	i	54	-9%	·	0.2	49	9%
O=C(CCN1CCCC1Cc1ccccc1)c1ccc2c(c1)OCCO2 (stereo not given)	-5%	i	1.0	7.6%	-1.6%	i	18	-1%	1.1	2.5	45	-3%
CCN(CC)c1ccc(-c2nc3cnccn3c2NC2CCCC2)cc1	6%	i	1.3	?	0.6%	i	12	19%	1.1	-0.3	89	22µM*
CCCCN(C)CCNC(=O)c1cc(-c2cccnc2)nc2ccc(S(=O)(=O)N3CCC(C)CC3)cc12	9%	i	0.0	·	-0.6%	i	29	11%	·	14	48	3%
COC(=O)COc1ccc(C(c2c(C)[nH][nH]c2=O)c2c(C)[nH][nH]c2=O)cc1	10%	i	0.6	0.6%	0.0%	i	56	-1%	·	-0.6	62	11%
O=C(Oc1cccc(C(=S)N2CCOCC2)c1)c1cc([N+](=O)[O-])cc([N+](=O)[O-])c1	6%	i	0.2	0.9%	0.1%	i	59	·	1.1	-0.3	105	·
Cc1cc(C)c(C#N)c(N2CCCC(C(N)=O)C2)n1 (stereo not given)	4%	i	0.5	1.6%	1.7%	i	62	1%	1.1	-0.5	35	2%
COc1ccc(N(C(=O)CNC(=O)c2ccco2)C(C(=O)NC2CCCCC2)c2ccncc2)cc1 (stereo not given)	4%	i	1.7	-0.2%	0.1%	i	37	-11%	·	-0.7	52	6%

Reprinted at random: 2 entries already listed, in no set order.
canonical_smiles	MgcRacGAP inhibition	Myeloid diff 2	Myeloid diff 2 GFP+ MAC1+ %	RSV CPE inhibition	K1F lysis inhibition	T cell modulator	T cell modulator vesicle-bound %	PhoP inhibition	TNAP activation fold	NTR1 agonist	NTR1 agonist cell count 20 µM	Large T inhibition
Cc1cc(C)c(C#N)c(N2CCCC(C(N)=O)C2)n1 (stereo not given)	4%	i	0.5	1.6%	1.7%	i	62	1%	1.1	-0.5	35	2%
C=C(C)C1CC=C(C)/C(=N/NC(=O)COc2cccc(C)c2)C1 (stereo not given)	0%	i	0.6	19%	3.5%	i	53	-1%	1.1	4.1	96	9%
